Screens (PubChem BioAssay)
AID2073 = disruptors of CaV2.2 binding to Mint1 – biochemical, HTRF (AID 2073). one-dose inhibition, % at 20 µM; IC50 in µM for titrated hits. HTRF protein-protein interaction, Mint1-CaV2.2; higher % means a stronger effect. 290,000 tested, 0.19% active; in the data active means inhibition mostly above about 51%, no sharp cut-off; inconclusive means no clear call, values can overlap the other calls; inactive means mostly below about 53%; further: some results filed as inactive read as strong as hits
NOD1 inhibition = inhibition of NOD1-driven NF-kB reporter – cell-based, luminescence, uHTS, primary screen (AID 1578). inhibition, % at 4 µM, or EC50 in µM where a hit was titrated. NOD1-driven NF-kB luciferase reporter cells, luminescence; higher % means a stronger effect. 290,000 tested, 1% active; in the data active means inhibition mostly above about 36%, no sharp cut-off; inactive means mostly below about 34%;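 further: HEK-293T reporter cells stimulated with the NOD1 agonist gamma-tri-DAP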
NOD2 inhibition = inhibition of NOD2-driven NF-kB reporter – cell-based, luminescence, uHTS, HEK293 (AID 1566); HEK293 NOD2/NF-kB luciferase reporter, luminescence; higher % means a stronger effect; 290,000 tested, 0.63% active; one-dose inhibition, % at 4 µM; EC50 in µM for titrated hits; further: many of its hits are not listed in these tables
Yfh1-depleted yeast = mitochondrial function rescue without frataxin homolog – Friedreich's ataxia, plus single-dose screen, dose response (AID 1465); S. cerevisiae Yfh1-off respiration, WST-1 reduction, 72 h; higher fold induction means a stronger effect; fold induction at 50 µM; hits with a dose series show EC50 in µM; 220,000 tested, 0.074% active;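 active means fold induction of absorbance versus untreated yeast above a set limit, then at least 30% activation at any dose in follow-up; inconclusive means repeats straddling the limit, or above it without dose testing; inactive means fold induction below the set limit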;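 further: activators that raise dye reduction in frataxin-depleted yeast; strong numbers were not always called active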
KOR beta-arrestin-1 = KOR antagonists, beta-arrestin recruitment, cell-based, luminescence, uHTS (AID 1778); KOR beta-arrestin recruitment, luminescence, antagonist mode; higher % means a stronger effect; 290,000 tested, 0.091% active; inhibition, % at 10 µM; hits with a dose series show IC50 in µM; further: strong numbers were not always called active
Dengue-2 NS5 capping = flavivirus cap methylation enzyme inhibition – biochemical, confirmation dose response, primary screen (AID 588689); Dengue-2 NS5 methyltransferase capping enzyme assay, biochemical; higher % means a stronger effect; one-dose inhibition, % at 25 µM; IC50 in µM for titrated hits; 340,000 tested, 0.3% active; in the data active means a potency from the dose series; inconclusive means inhibition above about 29% without an active follow-up result
West Nile antiviral = West Nile virus antiviral activity, cell-based, CPE readout (AID 1621); West Nile virus-infected cells, CPE inhibition; higher % means a stronger effect; CPE inhibition, % at 10 µM, or IC50 in µM where a hit was titrated; 290,000 tested, 0.02% active; in the data active means a potency from the dose series; inconclusive means CPE inhibition mostly from about 3.7% at the one dose, without a potency; inactive means the rest, 99 in 100 with CPE inhibition below about 2.2%; further: strong numbers were not always called active
KOR beta-arrestin-2 = KOR agonists, beta-arrestin recruitment, primary screen, cell-based, luminescence, uHTS (AID 1777). KOR beta-arrestin recruitment, luminescence; higher % means a stronger effect. activation, % at 10 µM, or EC50 in µM where a hit was titrated. 280,000 tested, 0.02% active; in the data active means activation above about 50%, passing the limit was not always enough; further: a part of the inactive calls stands beside numbers as strong as those of hits
HIV peptide binding = cell-free HIV fusion peptide-binding blockers – biochemical, uHTS, fluorescence dequenching, primary screen (AID 1986); inhibition, % at 20 µM, or IC50 in µM where a hit was titrated; 290,000 tested, 0.3% active; cell-free peptide binding, fluorescence dequenching, 30 min; higher % means a stronger effect; in the data active means inhibition mostly above about 52%, no sharp cut-off; inactive means mostly below about 76%; further: some results filed as inactive read as strong as hits
Dengue-2 NS5 capping pilot replicate = recorded beside Dengue-2 NS5 capping, whose call it bears; inhibition, %; measured here: pilot screen replicate inhibition
Starred values were filed as active, the others as inactive; i = inactive; ? = inconclusive; nt = not tested or not shown; & = joins results of further samples; [ ] = remark or other dose. Unless noted, no stated cut-off is given here; in the data, active means inhibition above about 50%; inactive means the rest. This is a subset. The share of hits here may be higher or lower than overall.

SMILES	AID2073	NOD1 inhibition	NOD2 inhibition	Yfh1-depleted yeast	KOR beta-arrestin-1	Dengue-2 NS5 capping	West Nile antiviral	KOR beta-arrestin-2	HIV peptide binding	others
Cc1ccc(N2C(=O)[C@@H]3C(C(=O)C(c4ccccc4)c4ccccc4)=NN[C@@H]3C2=O)cc1	10%	3%	8%	i	-11%	-5%	-0.4%	1.2%	-0.1%
CCOC(=O)C1CCN(C(=O)N(C)C)CC1	-6%	-10%	-8%	i	6%	-6%	0.2%	4.3%	-0.3%
CCCC1C(=O)Nc2ccccc2N1C(=O)c1ccc(C(C)(C)C)cc1 (configuration not stated)	2%	-3%	16%	nt	-10%	-5%	0.1%	-4.6%	3.6%
Cc1cc(=O)oc2c3c(cc(OCC(=O)N[C@@H](C)C(=O)O)c12)OC(C)(C)CC3	29%	4%	14%	nt	2%	-3%	0.2%	2.5%	1.1%
O=C(N/N=C/c1ccc(OCCCF)cc1)c1ccc(C(F)(F)F)cc1	16%	-31%	9%	i	-22%	1%	0.0%	-2.1%	0.8%
CC1CCN(C2=C(NS(=O)(=O)c3ccc(Cl)cc3)C(=O)c3ccccc3C2=O)CC1	3%	2%	-12%	i	-18%	nt	-1.1%	-0.6%	2.0%
Cc1c(C=O)c(=O)n(-c2ccccc2)n1C	1%	-15%	10%	i	-29%	-6%	0.7%	-3.8%	-0.5%
CCOC(=O)c1c(NC(=S)NC(=O)c2cnn(CC)c2)sc2c1CCC(C)C2 (configuration not stated)	-14%	2%	27%	i	-36%	8%	0.2%	4.8%	-0.7%
CC(C)CCC(C(=O)O)C(C)CC(=O)NNC(=O)c1ccco1 (configuration not stated)	3%&7%	-8%&-21%	-13%&-1%	i	-17%	0%&-5%	0.7%&0.2%	3.6%	-0.3%&-1.5%
CSc1sc2ccccc2[n+]1CCCS(=O)(=O)[O-]	5%	2%	9%	i	21%	-7%	0.2%	-0.7%	-2.9%

Fetched by structure from the entries so far, 6 records:
SMILES	AID2073	NOD1 inhibition	NOD2 inhibition	Yfh1-depleted yeast	KOR beta-arrestin-1	Dengue-2 NS5 capping	West Nile antiviral	KOR beta-arrestin-2	HIV peptide binding	others
CSc1sc2ccccc2[n+]1CCCS(=O)(=O)[O-]	5%	2%	9%	i	21%	-7%	0.2%	-0.7%	-2.9%
Cc1ccc(N2C(=O)[C@@H]3C(C(=O)C(c4ccccc4)c4ccccc4)=NN[C@@H]3C2=O)cc1	10%	3%	8%	i	-11%	-5%	-0.4%	1.2%	-0.1%
CCCC1C(=O)Nc2ccccc2N1C(=O)c1ccc(C(C)(C)C)cc1 (configuration not stated)	2%	-3%	16%	nt	-10%	-5%	0.1%	-4.6%	3.6%
CC1CCN(C2=C(NS(=O)(=O)c3ccc(Cl)cc3)C(=O)c3ccccc3C2=O)CC1	3%	2%	-12%	i	-18%	nt	-1.1%	-0.6%	2.0%
Cc1cc(=O)oc2c3c(cc(OCC(=O)N[C@@H](C)C(=O)O)c12)OC(C)(C)CC3	29%	4%	14%	nt	2%	-3%	0.2%	2.5%	1.1%
CC(C)CCC(C(=O)O)C(C)CC(=O)NNC(=O)c1ccco1 (configuration not stated)	3%&7%	-8%&-21%	-13%&-1%	i	-17%	0%&-5%	0.7%&0.2%	3.6%	-0.3%&-1.5%

The main list resumes, repeating the 2 entries before the break.
SMILES	AID2073	NOD1 inhibition	NOD2 inhibition	Yfh1-depleted yeast	KOR beta-arrestin-1	Dengue-2 NS5 capping	West Nile antiviral	KOR beta-arrestin-2	HIV peptide binding	others
CC(C)CCC(C(=O)O)C(C)CC(=O)NNC(=O)c1ccco1 (configuration not stated)	3%&7%	-8%&-21%	-13%&-1%	i	-17%	0%&-5%	0.7%&0.2%	3.6%	-0.3%&-1.5%
CSc1sc2ccccc2[n+]1CCCS(=O)(=O)[O-]	5%	2%	9%	i	21%	-7%	0.2%	-0.7%	-2.9%
c1ccc(CCN2CCN=C2Nc2ccccc2)cc1	2%	-22%	-8%	nt	-24%[20 µM]	-6%	-0.5%	-0.8%	0.9%
CC1(C)CC(=O)C(C(C2=C(O)CC(C)(C)CC2=O)c2ccc([N+](=O)[O-])cc2)C(=O)C1 (configuration not stated)	4%	-9%	25%	i	-25%	2%	-0.3%	-3.4%	3.8%
CC(=O)N1CCc2c(sc(NC(=O)C3CC3)c2-c2nc3ccccc3s2)C1	20%	-20%	-3%	i	26%	-13%	1.0%	0.4%	8.0%
O=C(CSc1nnc(NC(=O)c2cc(Br)ccc2Cl)s1)NCC1CCCO1 (configuration not stated)	11%	-3%	6%	nt	15%	-2%	0.1%	3.8%	2.2%
Cc1nnc(NC(=O)CCS(=O)(=O)c2ccccc2)s1	?	25%	3%	nt	-35%	-2%	0.7%	1.9%	2.6%
O=c1[nH]cc(N=Cc2cc(Cl)cc(Cl)c2O)c(=O)[nH]1	-6%	2%	-23%	nt	-21%	27%	0.0%	8.2%	14%
CN(C)c1cccc(C(=O)N2CCCC(CCC(=O)NCc3ccccc3F)C2)c1 (configuration not stated)	-1%	-26%	2%	nt	-15%	-7%	0.3%	4.9%	-1.0%
CN(C)S(=O)(=O)N1CCN(CC(O)COc2ccc3cc(Br)ccc3c2)CC1 (configuration not stated)	10%	-17%	-1%	i	-57%	-3%	-0.2%	8.9%	-0.9%
COC(=O)c1cc(C#N)c(Oc2ccc(OC)cc2)nc1C	-5%	7%	10%	i	-36%	-6%	0.8%	5.3%	-0.5%
Cc1[nH]n(-c2ccccc2)c(=O)c1/C=N\NC(=O)C1COc2ccccc2O1 (configuration not stated)	1%	-14%	-4%	i	15%	-2%	-0.9%	-2.1%	10%
C=CCCC(=O)Nc1ccc(Br)cn1	21%	-9%	-12%	i	-68%[20 µM]	nt	-0.8%	-0.3%	0.6%
Cc1cc(-c2cc(C(=O)NCc3ccccc3)on2)nc(S(C)(=O)=O)n1	0%	10%	24%	i	1%	-17%	3.1%	2.3%	-2.2%
COC(=O)C1=C(C)NC(C)=C(C(=O)OC)C1c1ccc(-c2cccc(Cl)c2Cl)o1	38%	-3%	-19%	i	34%	-8%	1.2%	-0.1%	3.6%
CCCC(=O)Nc1c(C(=O)OCC)oc2ccccc12	18%	-37%	-2%	i	-11%	-1%	-0.1%	-3.6%	2.1%
CC1CCCCC1NC(=O)C1CCN(S(=O)(=O)N2CCCCCC2)CC1 (configuration not stated)	0%	13%	19%	i	-51%	-2%	-0.9%	3.6%	-2.6%
CCC1CCCCN1S(=O)(=O)c1ccc(C(=O)N(CCCN(C)C)c2nc3cc4c(cc3s2)OCO4)cc1 (configuration not stated)	9%	5%	12%	nt	-18%	2%	-0.2%	0.5%	-2.5%
COc1ccc(-n2nc(C(=O)NCC(=O)N3CCCC3)c3ccccc3c2=O)c(OC)c1	5%	6%	5%	nt	10%	-7%	0.0%	-7.8%	1.7%
O=[N+]([O-])c1cccc(Cl)c1NCCNc1ncc(C(F)(F)F)cc1Cl	1%	-13%	-2%	i	-8%	nt	-0.2%	1.3%	-1.8%
Cc1c(C(=O)N(C)C)sc(NC(=O)c2cccc([N+](=O)[O-])c2)c1C#N	-1%	0%	-10%	i	13%	-8%	-0.1%	-2.9%	-0.4%
COC(=O)c1ccc(-c2nc3cc(Cl)c(N)cc3s2)cc1	35%	-19%	-164%	i	-33%	1%	0.0%	-1.4%	-2.5%
Cc1ccc(C)c(OCC(O)CN2CCC(Cc3ccccc3)CC2)c1 (configuration not stated)	4%	4%	10%	nt	-20%	-15%	0.7%	-5.7%	-1.8%
CC(C)(C)C(=O)C[n+]1ccccc1	-1%	-30%	15%	i	4%	5%	-0.2%	-6.3%	-1.1%
COc1ccc(C(C)(C)C)cc1S(=O)(=O)N1CCC(C(N)=O)CC1	-2%	-16%	13%	i	-15%	-2%	-0.5%	13%	2.2%
Cn1cc(S(=O)(=O)N2CCN(Cc3ccccc3)CC2)c(=O)n(C)c1=O	3%	-2%	1%	i	-6%	1%	-0.1%	-5.7%	2.6%
O=C(CCC1CCCN(Cc2cccc(Cl)c2)C1)NCc1ccccc1F (configuration not stated)	-10%	-4%	0%	i	17%	-9%	-1.0%	4.7%	-1.7%
COC(=O)c1nc(-c2ccccc2)n[nH]1	6%	11%	6%	i	24%	-1%	0.5%	-2.8%	1.4%	Dengue-2 NS5 capping pilot replicate=5.2
COCc1nnc(NC(=O)c2cc3ccccc3o2)s1	18%	-5%	-18%	nt	4%	0%	0.3%	0.4%	0.9%
COc1cc([N+](=O)[O-])ccc1NC(=O)Nc1ccc(C(=O)N2CCCC2)cc1	-5%	-23%	9%	nt	21%	-7%	0.2%	-5.9%	1.8%
CCOc1ccc(-c2nnc(-c3ccc(OC)cc3)o2)cc1	0%	-19%	-34%	i	-61%	-1%	0.2%	5.3%	0.7%
COc1cc(CN2CCCC(N3CCN(c4ccccc4C)CC3)C2)cc(Cl)c1O (configuration not stated)	13%	-23%	-4%	nt	14%	7%	-0.7%	-5.4%	-2.1%
CC(C)(C)NC(=O)CN(Cc1ccc2c(c1)OCO2)C(=O)CNS(=O)(=O)c1ccccc1	-6%	-35%	-21%	nt	-46%	-4%	-0.6%	-5.6%	1.5%
COc1ccc(N2C(=O)CC(S/C(N)=N/N=C(\C)c3cccs3)C2=O)cc1 (configuration not stated)	-5%	10%	3%	i	-36%	-1%	0.6%	1.1%	2.4%
CCN1CNC(=S)N(c2cccc(C)c2C)C1	-3%	-2%	9%	i	-23%	3%	-0.1%	2.1%	-3.8%	Dengue-2 NS5 capping pilot replicate=-3.5
CC(C)(C)c1ccccc1OCCOCCNCc1ccccc1	0%	14%	3%	i	-2%	-6%	-1.2%	1.7%	0.6%
COc1nsnc1N1CCOCC1	3%	-40%	-12%	i	-41%	-5%	-0.3%	-0.6%	-0.2%
CN(C)CCCNc1cc(-c2ccccc2)nc2cc(-c3cccc(F)c3)nn12	26%	-28%	10%	nt	4%	-6%	-1.1%	-5.1%	-1.2%
N/C(=N\OC(=O)COc1ccccc1Cl)c1ccccn1	14%	-103%	-109%	i	9%	-2%	-0.2%	-0.3%	2.0%
CN1CCN/C1=C(/C(Cl)=C(Cl)Cl)[N+](=O)[O-]	28%	-26%	6%	i	-19%	-1%	1.1%	1.4%	6.2%
CCc1ccc(/C=N/NC(=O)c2nnn(-c3nonc3N)c2C(C)C)cc1	4%	-44%	9%	nt	-52%	5%	-0.2%	-4.7%	1.1%
